# Bioassay records deposited in PubChem BioAssay by Emory University Molecular Libraries Screening Center.
# EP2 modulator: modulates human prostaglandin E2 receptor EP2 signaling. P43116. EP2-expressing cells, cAMP HTRF FRET, PGE2 co-stimulation. induction, % at 25 µM. 0.83% of 260,000 active;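 active = compounds whose cAMP rise, as percent of the full-agonist control response, exceeds 60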;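 also: rat C6 glioma line stably carrying human EP2 under a CMV promoter; the protocol text gives 20 µM as final concentration; 100% = response of wells given 1 µM PGE2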
# Target sequence (P43116 whole entry, looked up): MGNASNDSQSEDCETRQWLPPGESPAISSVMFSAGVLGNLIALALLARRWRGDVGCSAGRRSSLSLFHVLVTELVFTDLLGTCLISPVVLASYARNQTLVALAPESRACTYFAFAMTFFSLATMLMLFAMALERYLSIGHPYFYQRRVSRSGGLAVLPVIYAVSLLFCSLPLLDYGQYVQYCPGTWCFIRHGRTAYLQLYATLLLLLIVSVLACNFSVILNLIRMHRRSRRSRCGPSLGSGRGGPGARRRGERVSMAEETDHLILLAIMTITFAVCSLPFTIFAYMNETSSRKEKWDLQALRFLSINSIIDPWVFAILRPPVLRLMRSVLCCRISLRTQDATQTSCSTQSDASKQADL
# EP2 antag: blocks the human prostaglandin E2 receptor EP2 | P43116 | inhibition, % at 25 µM | 0.52% of 260,000 active | C6 glioma cells expressing human EP2, cAMP TR-FRET; cells stimulated with saturating PGE2;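 active = percent inhibition above 40 after rounding to a whole number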;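 also: rat C6 glioma host cells with rolipram phosphodiesterase inhibitor present; the protocol text gives 20 µM as final concentration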
# Starred values were filed as active, the others as inactive. Some of the compounds tested (hit frequency here may not be typical).
SMILES,EP2 modulator,EP2 antag
CCN1CCN(C(=O)c2cccc(F)c2)CC1,2.3,4.2
COCCNC(=S)N(Cc1ccc(OC)cc1)Cc1cc2cc(OC)ccc2[nH]c1=O,-17.1,9.5
c1ccc(CN2CCC(N3CCN(Cc4cccnc4)CC3)CC2)cc1,-9.3,10.6
Cc1ccc2c(c1)N(CC(=O)N1c3ccccc3Sc3ccccc31)C(=O)CO2,63.2*,9.0
COc1ccc2c(c1)C(c1ccc(N3CCOCC3)cc1)=NNC(c1ccco1)=N2,11.0,17.1
O=C(Cn1cc(C(=O)C2CC2)c2ccccc21)NC1CCCCC1,3.5,8.0
Cc1ccc(C(=O)N(CC(=O)NC2CCCCC2)c2cccc(C(F)(F)F)c2)s1,20.4,16.6
COc1ccccc1NC(=O)CN1CCC2(CC1)NC(=O)c1ccccc1O2,-23.6,2.6
COc1ccccc1C1(O)CCN(S(C)(=O)=O)CC1,-19.0,16.4
CCOc1ccc(-c2csc3ncn(C(C)C(=O)O)c(=O)c23)cc1 (centres undefined),-1.6,6.1
Cc1ccc2nc(-c3ccc(NC(=O)C4CCCO4)cc3)sc2c1 (centres undefined),-106.4,31.0
CC1CN(C(=O)C(C)Sc2nc(-c3ccccc3)cc(C(F)(F)F)n2)CC(C)O1 (centres undefined),0.9,12.2
CC(C)n1c(=O)[nH]c2c(C(N)=O)nc(-c3ccc(F)cc3)nc21,28.1,11.6
Cc1cccc2cc(C(c3nnnn3Cc3ccc(F)cc3)N3CCCCCC3)c(=O)[nH]c12 (centres undefined),67.2*,22.2
CCCC(=O)Nc1ccc(NC(=O)c2ccccc2F)nc1,-10.3,8.7
COc1ccc2cc(C(=O)O)[nH]c2c1,-13.0,7.4
O=c1[nH]c2cc(C(F)(F)F)ccc2n1-c1cc(C(F)(F)F)ccc1O,-5.6,19.0
Cc1ccc(-c2nc(NC(=O)c3cccs3)sc2C)c(C)c1,-3.0,3.5
CC1CCN(CC(O)c2ccc3c(c2)CCCN3C(=O)c2cccc(F)c2)CC1 (centres undefined),-19.6,4.6
C=C1C(=O)O[C@@H]2[C@H]3O[C@]3(C)CCC=C(C)CC[C@@H]12,8.3,7.6
O=c1[nH]c2cc3c(cc2cc1CN(CC1COCCO1)S(=O)(=O)c1ccc(F)cc1)OCCO3 (centres undefined),15.5,8.1
OC(CN1CCNCC1)Cn1ccc2ccccc21 (centres undefined),-60.2,6.4
COc1cccc(/C(O)=C2/C(=O)C(=O)N(Cc3cccnc3)C2c2cccs2)c1 (centres undefined),16.8,12.5
Cc1[nH]nc2c1C(c1ccc(OCC(=O)N3CCOCC3)cc1)C(C#N)=C(N)O2 (centres undefined),-20.6,14.6
CCCn1c(SCC(=O)Nc2ccc(NC(C)=O)cc2)nnc1-c1ccco1,-7.4,3.7

# Structures above that contain a furan ring, fused or not:
SMILES,EP2 modulator,EP2 antag
COc1ccc2c(c1)C(c1ccc(N3CCOCC3)cc1)=NNC(c1ccco1)=N2,11.0,17.1
CCCn1c(SCC(=O)Nc2ccc(NC(C)=O)cc2)nnc1-c1ccco1,-7.4,3.7

# Following part:
SMILES,EP2 modulator,EP2 antag
CCc1cc2ccccc2nc1SCC(=O)Nc1sc(C)c(C)c1C#N,11.3,9.0
Cc1nccn1-c1ccc(CN(Cc2ccc3c(c2)OCO3)CC(C)O)cc1 (centres undefined),-91.3,3.8
CCOC(=O)c1sc(NC(=O)COc2ccc(OC)cc2)c(C#N)c1C,-2.8,8.0
COC(=O)c1ccc(NC(=S)N2CCN(c3nc4ccccc4s3)CC2)cc1,-83.3,5.4
CC(=O)N1CCCc2cc(C(O)CN3CCN(c4ccccc4)CC3)ccc21 (centres undefined),-29.2,7.2
COc1cccc(-n2c(=O)[nH]c3c(C(N)=O)nc(-c4ccsc4)nc32)c1,-28.0,11.0
Cc1ccc2cc(C(c3nnnn3Cc3ccccc3)N3CCN(C4CCCCC4)CC3)c(=O)[nH]c2c1 (centres undefined),1.8,11.6
CCOc1ccccc1C(=O)N(Cc1cc2ccccc2[nH]c1=O)C(C)C,-14.0,8.9
COc1ccc(NC(=O)N(Cc2cccs2)Cc2cc3cc(OC)c(OC)cc3[nH]c2=O)cc1,-14.1,11.8
CCCC1c2c(ccc3ccccc23)Oc2ccc3ccccc3c21,-26.0,23.4
COc1ccc(-c2nn(CCC#N)cc2C#N)cc1,-23.5,11.8
CC1CCCN(C(=O)CSc2ncnc3sc4c(c23)CCCC4)C1 (centres undefined),-23.9,14.1
O=C(NC1CCCCC1)N1CCCC(c2nc3c(nnn3Cc3ccccc3Cl)c(=O)[nH]2)C1 (centres undefined),5.3,8.5
CC(=O)CSc1nc(C2CC2)cc(C(F)(F)F)c1C#N,86.4*,18.6
CCC(C)(C)n1nnnc1C(c1cc2c(C)ccc(C)c2[nH]c1=O)N1CCN(C2CCCCC2)CC1 (centres undefined),-1.2,12.1
COc1ccc(C(=O)N2CCC3(CC2)Nc2ccccc2-n2cccc23)cc1OC,-37.3,11.2
COc1cccc(C2C(C(=O)OC(C)C)=C(C)N=C3SCC(=O)N32)c1 (centres undefined),12.5,7.3
COc1ccc(-n2nc(C(=O)O)c(C)c(C#N)c2=O)cc1,19.7,7.2
COCCCn1c(SCC(=O)Nc2ccccc2)nnc1-c1cccs1,2.5,10.6
CCOc1ccc2[nH]c(=O)c(CN(CCN3CCOCC3)C(=S)NC)cc2c1,12.4,3.5
COc1ccc(-c2nsc3c(SCC(=O)Nc4ccc(NC(C)=O)cc4)ncnc23)cc1,12.2,5.3
O=C(Nc1ccccc1F)N1CCCC1c1nc(-c2ccncc2)n[nH]1 (centres undefined),6.0,4.0
COc1cc(/C=C2\SC(=S)N(CCC(=O)Nc3ccc(C)c(C)c3)C2=O)cc(OC)c1OC,20.3,12.1
COc1ccccc1OCCN(C)C(=O)Cn1cnc2sc(C)cc2c1=O,-47.0,4.5
O=C(Sc1cccc2cccnc12)N1CCOCC1,-13.5,13.2

# A second format for some results above.
structure	EP2 modulator	EP2 antag
CCc1cc2ccccc2nc1SCC(=O)Nc1sc(C)c(C)c1C#N	11.3	9.0
Cc1nccn1-c1ccc(CN(Cc2ccc3c(c2)OCO3)CC(C)O)cc1 (centres undefined)	-91.3	3.8
CCOC(=O)c1sc(NC(=O)COc2ccc(OC)cc2)c(C#N)c1C	-2.8	8.0
COC(=O)c1ccc(NC(=S)N2CCN(c3nc4ccccc4s3)CC2)cc1	-83.3	5.4
CC(=O)N1CCCc2cc(C(O)CN3CCN(c4ccccc4)CC3)ccc21 (centres undefined)	-29.2	7.2
COc1cccc(-n2c(=O)[nH]c3c(C(N)=O)nc(-c4ccsc4)nc32)c1	-28.0	11.0
Cc1ccc2cc(C(c3nnnn3Cc3ccccc3)N3CCN(C4CCCCC4)CC3)c(=O)[nH]c2c1 (centres undefined)	1.8	11.6
CCOc1ccccc1C(=O)N(Cc1cc2ccccc2[nH]c1=O)C(C)C	-14.0	8.9
COc1ccc(NC(=O)N(Cc2cccs2)Cc2cc3cc(OC)c(OC)cc3[nH]c2=O)cc1	-14.1	11.8
CCCC1c2c(ccc3ccccc23)Oc2ccc3ccccc3c21	-26.0	23.4
COc1ccc(-c2nn(CCC#N)cc2C#N)cc1	-23.5	11.8
CC1CCCN(C(=O)CSc2ncnc3sc4c(c23)CCCC4)C1 (centres undefined)	-23.9	14.1
O=C(NC1CCCCC1)N1CCCC(c2nc3c(nnn3Cc3ccccc3Cl)c(=O)[nH]2)C1 (centres undefined)	5.3	8.5
CC(=O)CSc1nc(C2CC2)cc(C(F)(F)F)c1C#N	86.4*	18.6
CCC(C)(C)n1nnnc1C(c1cc2c(C)ccc(C)c2[nH]c1=O)N1CCN(C2CCCCC2)CC1 (centres undefined)	-1.2	12.1
COc1ccc(C(=O)N2CCC3(CC2)Nc2ccccc2-n2cccc23)cc1OC	-37.3	11.2
COc1cccc(C2C(C(=O)OC(C)C)=C(C)N=C3SCC(=O)N32)c1 (centres undefined)	12.5	7.3
COc1ccc(-n2nc(C(=O)O)c(C)c(C#N)c2=O)cc1	19.7	7.2
COCCCn1c(SCC(=O)Nc2ccccc2)nnc1-c1cccs1	2.5	10.6
CCOc1ccc2[nH]c(=O)c(CN(CCN3CCOCC3)C(=S)NC)cc2c1	12.4	3.5
COc1ccc(-c2nsc3c(SCC(=O)Nc4ccc(NC(C)=O)cc4)ncnc23)cc1	12.2	5.3
O=C(Nc1ccccc1F)N1CCCC1c1nc(-c2ccncc2)n[nH]1 (centres undefined)	6.0	4.0
COc1cc(/C=C2\SC(=S)N(CCC(=O)Nc3ccc(C)c(C)c3)C2=O)cc(OC)c1OC	20.3	12.1
COc1ccccc1OCCN(C)C(=O)Cn1cnc2sc(C)cc2c1=O	-47.0	4.5
O=C(Sc1cccc2cccnc12)N1CCOCC1	-13.5	13.2

# Continuation.
SMILES,EP2 modulator,EP2 antag
C[N+]1(CCC(=O)c2ccco2)CC2CCC(CC2)C1 (centres undefined),15.1,45.2*
Nc1cc(=O)[nH]c2ncnn12,-12.5,6.8
CCn1c(SCC(=O)N2CCCC2)nnc1-c1ccc(OC)c(OC)c1,-3.0,2.6
COc1cccc(C(=O)Nc2nc(C)c(C)s2)c1,-27.8,10.9
CCC(=O)Nc1sc(C(=O)OC)c(C)c1C#N,3.5,11.4
CC1(C)Cc2c(c(N3CCOCC3)nc3sc4c(NN)ncnc4c23)CO1,1.2,17.7
NC(=O)C[C@H](N)C(N)=O,27.5,16.0
COc1ccc([C@H]2CN(Cc3ccccc3)C[C@@H]2NC(C)=O)cc1,-29.7,10.0
COC(=O)COc1ccc(S(=O)(=O)N2CCC(C)CC2)cc1,-28.9,9.0
O=S(=O)(c1ccccc1)c1cccc(S(=O)(=O)N2CCCc3ccccc32)c1,14.8,11.1
Cc1nn(Cc2c(Cl)cccc2Cl)c(C)c1NC(=O)c1nc2ncccn2n1,6.4,9.0
COC(=O)C1=C(C)NC2=C(C(=O)c3ccccc32)C1c1ccc(C(F)(F)F)cc1 (centres undefined),-70.2,12.3
CCc1sc(NC(=O)Cc2ccc(OC)c(OC)c2)nc1-c1ccccc1,-47.8,6.5
O=C(NC1CC1)c1ccc(CN2CCOCC2)cc1,-12.6,8.5
COc1ccc(S(=O)(=O)N(CC(=O)N2CCC(C)CC2)c2ccccc2OC)cc1,32.9,11.4
O=C(O)CCn1c2ccccc2c2nc3ccccc3nc21,-3.0,16.6
CCn1c(SCC(=O)Nc2ccc(C)cc2)nnc1-c1ccco1,-43.0,13.2
CC(C)(Oc1ccc(Cl)cc1)C(=O)N1CCCCC1,38.4,10.9
O=C(O)c1ccncc1.O=C(O)c1ccncc1.[Cl][Pt]([Cl])([Cl])[Cl],-6.3,37.8
COC(=O)C1=C(C)NC(=O)NC1c1ccccc1OCC(N)=O (centres undefined),-7.5,8.5
CC(C)Oc1cc(CCC(=O)Nc2nc3c(s2)CCc2c-3cnn2C)on1,-36.4,6.7
CCCn1ncc(CN(Cc2ccncc2)Cc2ccc(OC)cc2)c1C,-31.9,3.7
CC1CN(c2nc3c(c(=O)[nH]2)CCN(Cc2ccc(OC(F)(F)F)cc2)C3)CC(C)O1 (centres undefined),-11.5,9.2
COc1ccccc1NC(=S)N1CCC(c2nc3ccccc3s2)CC1,-71.8,13.6
O=C(Nc1cc(Cl)ccc1O)C1CC(c2c(F)cccc2Cl)=NO1 (centres undefined),-94.6,11.2

# New compounds follow.
SMILES,EP2 modulator,EP2 antag
CCCSc1nc2c(c(=O)n(C)c(=O)n2C)n1Cc1cccc(C)c1,27.7,8.1
CCCC(=O)Nc1nnc(SCC(=O)Nc2ccc(Cl)cc2)s1,-9.9,11.8
CN1C2=C(C(=O)CCC2)C(c2cccc3ccccc23)C2=C1CCCC2=O,-48.6,12.5
CC(=O)Nc1ccc(CN2CCc3nc(C)[nH]c(=O)c3C2)cc1,-3.5,7.0
Cc1ccc(-c2nc(NCCN(C)C)c3ccccc3n2)cc1,-33.9,9.6
Cc1cccnc1Nc1nc(-c2ccccc2)cs1,2.0,21.7
COc1ccccc1CNC(=O)Cn1nc(C)n2c(cc3oc(C)cc32)c1=O,-19.5,3.3
O=C(O)CSc1nnc(COc2ccc(Cl)cc2)o1,-27.3,8.8
Cc1nc2ncnn2c(N2CCN(S(=O)(=O)c3ccc4ccccc4c3)CC2)c1Cc1ccccc1,-26.1,5.9
COc1ccc(OC)c(NC2OC(=O)c3ccccc32)c1 (centres undefined),3.4,11.9
C(/C=C/c1ccccc1)=Nc1ccc2c(c1)Cc1ccccc1-2,-41.8,10.1
Cc1cc(C(F)(F)F)nc(SCCNC(=O)/C=C/c2ccc(F)cc2)n1,-22.5,5.0
CC(=O)NN1C(=O)/C(=C2/Sc3cc(Cl)c(Cl)cc3N2C)SC1=S,-18.6,17.4
COc1ccc(S(=O)(=O)N(CCc2cccc(C)c2)Cc2cc3cc(C)ccc3[nH]c2=O)cc1,33.3,7.2
CCCOc1cccc(/C(O)=C2/C(=O)C(=O)N(CCN(C)C)C2c2ccncc2)c1 (centres undefined),-22.7,9.4
CC[C@@H](CO)NCCN[C@@H](CC)CO,15.1,6.7
CCC(CN1CCOCC1)NC(=O)Cc1csc(-c2cccnc2)n1 (centres undefined),17.1,7.5
COc1cc(NC(=O)c2cc(C)cc(C)c2)ccc1NC(=O)c1ccco1,-56.1,11.1
